NR2F2 inh – NR2F2 transcriptional activity inhibitors, primary screen, cell-based, luciferase reporter, HEK293T, luminescence. COUP transcription factor 2 (Homo sapiens), P24468. HEK293T NGFI-A luciferase reporter. inhibition, % at 8.6 µM. actives 0.7% (n = 370,000);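 active = inhibition above a per-plate cutoff, mean inhibition of test wells between control levels plus 3 SD, cut at about 38% in these data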;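 also: cells cotransfected with COUP-TFII expression vector driving the NGFI-A reporter; 0% = median of COUP-TF2 test wells and 100% = reporter-only cells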
Target sequence (P24468 whole entry, looked up): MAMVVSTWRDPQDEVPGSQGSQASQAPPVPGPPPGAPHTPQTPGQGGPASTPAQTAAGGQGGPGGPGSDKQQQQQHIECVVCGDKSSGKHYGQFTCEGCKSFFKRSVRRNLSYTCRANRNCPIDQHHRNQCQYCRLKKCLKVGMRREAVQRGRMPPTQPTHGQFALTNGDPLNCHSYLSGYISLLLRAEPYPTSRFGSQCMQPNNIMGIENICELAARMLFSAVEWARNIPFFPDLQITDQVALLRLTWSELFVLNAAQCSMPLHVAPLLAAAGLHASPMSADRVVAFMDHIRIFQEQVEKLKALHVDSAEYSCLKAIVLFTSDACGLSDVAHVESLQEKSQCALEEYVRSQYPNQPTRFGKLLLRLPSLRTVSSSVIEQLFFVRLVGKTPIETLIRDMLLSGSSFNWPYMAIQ
* = called active by the depositor; & = joins results of further samples. The list is partial (hit frequency here may not be typical).

SMILES	NR2F2 inh
Cn1c(=O)cc(OCCCC(=O)Nc2cc(Br)ccn2)c2ccccc21	34
CS(=O)(=O)N1C[C@]2(c3ccccc3)CC1Cc1ccccc12	0
CCCC1CCC2(CC1)CCC2OC(=O)Nc1ccccc1OC (stereo not drawn)	-4
COc1ccc(-c2c(C(=O)c3ccccc3)[nH]c(N)c2C(=O)c2c[nH]c3ccccc23)cc1OC	5
O=C1CC(c2ccc3c(c2)OCO3)N=C2N(Cc3ccc4c(c3)OCO4)C/C(=C/c3ccccc3)N12 (stereo not drawn)	3
CCC[C@H]1[C@@H](NC(=O)C2CCCCC2)CC[C@@]23CCCN2C(=O)CCC[C@@H]13	-24
CCCC/C=C1/[C@H](c2ccccc2)N(C)C2=N[C@@H](c3ccccc3)CC(=O)N21	17
CCn1cnc2c(NCc3cccnc3)nc(C#N)nc21	-16
O=C1CC(c2ccc3c(c2)OCO3)N=C2N(CC3CC3)C/C(=C/c3ccccc3)N12 (stereo not drawn)	21
COc1ccc(CC2CCN(c3ncnc4sccc34)CC2)cc1	68*
Clc1ccc([C@H]2OC[C@@]3(CNCc4ccc5c(c4)OCO5)CS[C@H](c4ccc(Cl)cc4)N23)cc1	-7
FC(F)(F)c1cccc(N2CCN(C(=S)Nc3nccc4ccccc34)CC2)c1	-6
CN1C2=N[C@H](c3ccccc3Br)CC(=O)N2/C(=C\c2ccccc2)[C@@H]1c1ccccc1	-9
CN1C2=NC(c3ccccc3)CC(=O)N2/C(=C\c2ccccc2)C1c1ccccc1C(F)(F)F (stereo not drawn)	8
O=C1CCC[C@H]2CC3(CC[C@]24CCCN14)OCCO3	5
Cc1ccc(NC(=O)C2CC3CCC2C3)c(C)c1 (stereo not drawn)	-12
CCCCC(=O)N[C@H]1CC[C@@]23CCCN2C(=O)CCC[C@H]3[C@H]1C	3
Cc1ccccc1C1CCC2(CCC(=O)N2CC[C@@H](O)c2ccccc2)CC1 (stereo partly drawn)	-10
c1ccc(OC2CCN(c3ncnc4sccc34)CC2)cc1	64*
COc1cc(NC(=O)c2ccccn2)ccc1NC(=O)c1ccccc1Cl	-15
CN1CCC(N[C@@H](Cc2c[nH]c3ccccc23)C(=O)NCC(c2ccccc2)c2ccccc2)(C(=O)NC2CCCCC2)CC1	21
O=C(NCCCc1ccccc1)[C@H](Cc1ccccc1)NC1(C(=O)NCCc2c[nH]c3ccccc23)CCC1	7
COc1ccc(CNC(=O)O[C@H]2CC[C@@]34CCCN3C(=O)CCC[C@H]4[C@H]2C)cc1OC	3
O=C(NC1CCCc2c1cnn2-c1ccc(F)cc1F)c1cccs1 (stereo not drawn)	29
COc1ccc(C2Nc3ccccc3C(=O)N2Cc2ccncc2)cc1COc1ccc(NC(C)=O)cc1 (stereo not drawn)	3

A section taken from the entries so far:
SMILES	NR2F2 inh
CCn1cnc2c(NCc3cccnc3)nc(C#N)nc21	-16
O=C1CC(c2ccc3c(c2)OCO3)N=C2N(CC3CC3)C/C(=C/c3ccccc3)N12 (stereo not drawn)	21
COc1ccc(CC2CCN(c3ncnc4sccc34)CC2)cc1	68*
Clc1ccc([C@H]2OC[C@@]3(CNCc4ccc5c(c4)OCO5)CS[C@H](c4ccc(Cl)cc4)N23)cc1	-7
FC(F)(F)c1cccc(N2CCN(C(=S)Nc3nccc4ccccc34)CC2)c1	-6
CN1C2=N[C@H](c3ccccc3Br)CC(=O)N2/C(=C\c2ccccc2)[C@@H]1c1ccccc1	-9
CN1C2=NC(c3ccccc3)CC(=O)N2/C(=C\c2ccccc2)C1c1ccccc1C(F)(F)F (stereo not drawn)	8
O=C1CCC[C@H]2CC3(CC[C@]24CCCN14)OCCO3	5
Cc1ccc(NC(=O)C2CC3CCC2C3)c(C)c1 (stereo not drawn)	-12
CCCCC(=O)N[C@H]1CC[C@@]23CCCN2C(=O)CCC[C@H]3[C@H]1C	3
Cc1ccccc1C1CCC2(CCC(=O)N2CC[C@@H](O)c2ccccc2)CC1 (stereo partly drawn)	-10
c1ccc(OC2CCN(c3ncnc4sccc34)CC2)cc1	64*
COc1cc(NC(=O)c2ccccn2)ccc1NC(=O)c1ccccc1Cl	-15
CN1CCC(N[C@@H](Cc2c[nH]c3ccccc23)C(=O)NCC(c2ccccc2)c2ccccc2)(C(=O)NC2CCCCC2)CC1	21
O=C(NCCCc1ccccc1)[C@H](Cc1ccccc1)NC1(C(=O)NCCc2c[nH]c3ccccc23)CCC1	7
COc1ccc(CNC(=O)O[C@H]2CC[C@@]34CCCN3C(=O)CCC[C@H]4[C@H]2C)cc1OC	3
O=C(NC1CCCc2c1cnn2-c1ccc(F)cc1F)c1cccs1 (stereo not drawn)	29
COc1ccc(C2Nc3ccccc3C(=O)N2Cc2ccncc2)cc1COc1ccc(NC(C)=O)cc1 (stereo not drawn)	3

Back to the main list; the two compounds before the break are reprinted first.
SMILES	NR2F2 inh
O=C(NC1CCCc2c1cnn2-c1ccc(F)cc1F)c1cccs1 (stereo not drawn)	29
COc1ccc(C2Nc3ccccc3C(=O)N2Cc2ccncc2)cc1COc1ccc(NC(C)=O)cc1 (stereo not drawn)	3
CCC[C@H]1[C@@H](NCC2CCCCC2)CC[C@@]23CCCN2C(=O)CCC[C@@H]13	-9
C[C@H]1[C@@H](OC(=O)NCc2ccc(C(F)(F)F)cc2)CC[C@@]23CCCN2C(=O)CCC[C@@H]13	1
C[C@H]1[C@@H](c2ccccc2)OC(O)([C@H](Cc2ccccc2)NC(=O)OC(C)(C)C)CN1C (stereo partly drawn)	16
O=C(OCC#CCSc1nnc(-c2cccc3ccccc23)o1)c1cc(F)c(F)c(F)c1	-6
CCCC/C=C1/[C@H](c2ccccc2)N(C)C2=N[C@H](c3ccccc3)CC(=O)N21	30
COc1cccc(-c2cc3nc(-c4ccco4)cc(N4CCN(C(C)=O)CC4)n3n2)c1	12
CC(C)C[C@H](NC1(C(=O)NC2CCCCC2)CCN(C)CC1)C(=O)NCC(c1ccccc1)c1ccccc1	-8
O=C(Nc1cc(Cl)cc(Cl)c1)OCCN1CCCC12CCC(c1ccccc1)CC2 (stereo not drawn)	2
CCC[C@H]1[C@@H](NC(=O)c2cccnc2)CC[C@@]23CCCN2C(=O)CCC[C@@H]13	0
O=C(CN[C@@H](Cc1c[nH]c2ccccc12)C(=O)NCCc1c[nH]c2ccccc12)NC1CCCCC1	9
C[C@H]1[C@@H](OC(=O)NCc2ccccc2)CC[C@@]23CCCN2C(=O)CCC[C@@H]13	3
O=C(N1CCC(n2nc(-c3ccccc3)oc2=O)CC1)C1(c2ccccc2)CCCC1	-2
COC(=O)C1=C(C(=O)OC)[C@@]2([C@H](Cc3ccc(C)cc3)Nc3ccccc3)C=C[C@@H]1O2	49*
O=C(Cc1ccccc1)NC1CCCc2c1cnn2-c1ccc(F)cc1F (stereo not drawn)	18
COP(=O)(O)C(COCCC(CC(C)C)NC(=O)OCc1ccccc1[N+](=O)[O-])NC(=O)OCc1ccccc1 (stereo not drawn)	-14
O=C(Nc1cc(S(=O)(=O)N2CCOCC2)ccc1N1CCCC1)c1cc2c(s1)CCCC2	17
Cc1cc(NS(=O)(=O)c2ccc3c(c2)CCC(=O)N3)ccc1Cl	2
CC(C)(C)NC(=O)C(c1cccnc1)N(C(=O)c1cnc[nH]1)c1ccc(C(C)(C)C)cc1 (stereo not drawn)	17
COC(=O)c1cnn(-c2ccc(Cl)cc2)c1/C=N/NC(=S)Nc1ccccc1	25
COc1ccccc1C1c2c(ncn(-c3ccccc3)c2=N)Oc2ccc3ccccc3c21 (stereo not drawn)	10
O=C(N[C@@H](Cc1ccccc1)C(=O)NCP(=O)(O)OC(Cc1ccccc1)C(=O)O)OCc1ccccc1 (stereo partly drawn)	-4
CCCC1CCC2(CC1)CCC2OC(=S)Nc1cccc(Cl)c1 (stereo not drawn)	9
CC1(C)CC2CN(Cc3ccccc3)S(=O)(=O)N2C1 (stereo not drawn)	17
CNC(=O)CCc1nc(-c2ccc(C(C)C)cc2)no1	-16
COc1cc(O)c(C(CC(=O)N2CC(C)OC(C)C2)c2ccc3c(c2)OCO3)c(OC)c1 (stereo not drawn)	9
Remaining list, next part.
SMILES	NR2F2 inh
Nc1[nH]c(C(=O)c2ccccc2)c(-c2ccc(Cl)cc2)c1C(=O)NCCC1=CCCCC1	10
CC(C)[C@H]1/C(=C/C2CC2)N2C(=O)C[C@H](c3ccccc3)N=C2N1C	-11
O=C(NCCO)[C@H](Cc1ccccc1)NC1(C(=O)NCCN2CCOCC2)CCCCC1	-7
CCC[C@H]1[C@@H](NC(=O)C2CCOC2)CC[C@@]23CCCN2C(=O)CCC[C@@H]13 (stereo partly drawn)	-3
CC(C)(C)OC(=O)N1CCC(N[C@@H](Cc2c[nH]c3ccccc23)C(=O)NCC(c2ccccc2)c2ccccc2)(C(=O)NC2CCCCC2)CC1	-19
O=C(Nc1ccc(Br)cc1)OCCN1CCCC12CCC(c1ccccc1)CC2 (stereo not drawn)	4
O=C(OCC#CCSc1nnc(-c2cccc3ccccc23)o1)c1ccccc1	1
CC1=CC(=O)C(C(C)C)=C/C1=N\OS(=O)(=O)c1ccccc1	82*
CCCN1CNc2c(c(=O)[nH]c(=S)n2CCc2c(Cl)cccc2Cl)C1	5
CCCC1CCC2(CCCN2CCOC(=O)Nc2ccccc2)CC1 (stereo not drawn)	-7
CCN=C1S/C(=C/c2cc(C)n(-c3ccc(Cl)cc3F)c2C)C(=O)N1CC	10
C[C@H]1[C@@H](OC(=O)NCCc2ccccc2)CC[C@@]23CCCN2C(=O)CCC[C@@H]13	2
O=C(Nc1sc2c(c1-c1nc3ccccc3s1)CCNC2)C(F)F	-13&-21
C#CCNC(=O)CSCc1nc(-c2ccc(OCC)cc2)oc1C	5
CN(Cc1cccs1)c1ncnc2ccc(-c3ccc4c(c3)OCO4)cc12	-4
COc1ccccc1CNC1CCC12CCC(c1ccccc1)CC2 (stereo not drawn)	-16
Cn1ccc2cc(S(=O)(=O)N3CCN(S(=O)(=O)c4c(F)cccc4F)CC3)ccc21	0
CCCC1CCC2(CC1)CCC2OC(=S)Nc1ccccc1Cl (stereo not drawn)	-13
OC(c1ccccc1)(c1ccccc1)C1CCN(CCCOc2ccc(Cl)cc2)CC1	-5&-2
COc1ccc(C2Nc3ccccc3C(=O)N2Cc2ccco2)cc1COc1ccccc1C (stereo not drawn)	11
O=C(O[C@H]1CC[C@@]23CCCN2C(=O)CCC[C@H]3C1)N1CCOCC1	-4
CCOc1ccc(CCNC(=O)C2CCCCC2)cc1OCC	18
O=C(NCc1ccco1)O[C@@H]1CC[C@@]23CCCN2C(=O)CCC[C@H]3C1	11
COC(=O)[C@@H]1[C@H](O[Si](C)(C)C(C)(C)C)C2OC2C[C@H]1S(=O)(=O)c1ccccc1 (stereo partly drawn)	13
CCCC1CCC2(CCCN2CCOC(=O)Nc2ccccc2C)CC1 (stereo not drawn)	3
(listing goes on)
SMILES	NR2F2 inh
CC(C)(C)c1ccc(C(=O)Nc2cc(Cl)c(F)cc2C(=O)O)cc1	-16
Cc1cc(C)cc(-c2c(C(=O)c3ccccc3)[nH]c(N)c2C(=O)NCCc2c[nH]c3ccccc23)c1	-11
Oc1ccc(CNc2ccccc2C(F)(F)F)c2cccnc12	34
CC(=O)N1CCN(c2cc(-c3ccco3)nc3cc(-c4ccccc4)nn23)CC1	28
COc1ccc(CNC(=O)O[C@H]2CC[C@@]34CCCN3C(=O)CCC[C@H]4C2)cc1	-8
Oc1ccc(/C=C/c2c(F)cccc2F)c2cccnc12	15
CCCC1CCC2(CC1)CCC2OC(=S)Nc1cccc(I)c1 (stereo not drawn)	-16
CC(C)C[C@H](NC1(C(=O)NC2CCCCC2)CCCCC1)C(=O)NCCc1c[nH]c2ccccc12	12
c1nc(NCC2CC2)c2cc(-c3ccc4c(c3)OCO4)ccc2n1	-22
CCCCc1ccc2nc(NC(=O)c3cccs3)sc2c1	-31
O=C(NCc1ccccc1)C1CCN(c2nc(-c3ccc(Br)cc3)cs2)CC1	19
O=C(OCC#CCSc1nnc(-c2cccc3ccccc23)o1)c1ccc(F)c(F)c1	8
O=C1CCC[C@H]2C[C@H](NCc3ccccc3F)CC[C@]23CCCN13	-6
CC(C)Cn1c(=O)cc(N2CCN(c3cccc(C(F)(F)F)c3)CC2)[nH]c1=O	21
CN(C)S(=O)(=O)c1ccc2nc(COCc3nc4ccc(S(=O)(=O)N(C)C)cc4[nH]3)[nH]c2c1	18
NCCC(=O)Nc1ccc(Cl)cc1C(=O)c1ccc[nH]1	-2
C[C@H]1[C@@H](OC(=O)NCc2cccc(C(F)(F)F)c2)CC[C@@]23CCCN2C(=O)CCC[C@@H]13	8
CCC[C@H]1[C@@H](OC(=O)NC2CCC2)CC[C@@]23CCCN2C(=O)CCC[C@@H]13	-12
CC(C)C[C@H](NC1(C(=O)NCCc2c[nH]c3ccccc23)CCC1)C(=O)NCCCc1ccccc1	7
CC(C)(N[C@@H](Cc1ccccc1)C(=O)NCCCc1ccccc1)C(=O)NCc1ccccc1	-3
CCCC1CCC2(CCCN2CCOC(=O)Nc2cccc(Cl)c2)CC1 (stereo not drawn)	-9
C[C@H]1[C@@H](OC(=O)NCc2ccc(Cl)c(Cl)c2)CC[C@@]23CCCN2C(=O)CCC[C@@H]13	8
O=C(c1ccc(Cl)c(Cl)c1)N1CCN(c2ccnc3cc(Cl)ccc23)CC1	54*
CC(C)C(NC(=O)[C@H](Cc1ccccc1)NC(=O)OCc1ccccc1)P(=O)(O)OC(Cc1ccccc1)C(=O)O (stereo partly drawn)	-26
O=C(N[C@@H]1CCCc2c1cnn2-c1ccc(F)cc1F)c1ccccn1	38*
CCC[C@H]1[C@H](N)CC[C@@]23CCCN2C(=O)CCC[C@@H]13	-5
COCCOC(=O)N(C)C[C@@H]1OCCCC[C@H](C)Oc2ccc(NC(=O)Nc3ccccc3)cc2C(=O)N([C@@H](C)CO)C[C@H]1C	-4
CCNC(=O)CCc1nc(-c2ccc(C(C)C)cc2)no1	12
Cc1cc(C)n2ncc(C(=O)Nc3ccc4c(c3)OCCO4)c2n1	-31

Bioassay records: PubChem, The Scripps Research Institute Molecular Screening Center
